Screens: PubChem BioAssay, Sanford-Burnham Center for Chemical Genomics
NALP3 yeast inh = inhibitors of NALP3 inflammasome in yeast | Yeast reconstituted NLRP3/ASC/caspase-1, beta-gal luminescence, 24 h | inhibition, % at 10 µM | 0.39% of 330,000 active;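 active means inhibition of 50% or more; inactive means inhibition below 50%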;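 further: plate controls were induced DMSO wells for no effect and uninduced yeast grown without galactose for full effect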
HKDC1 inh = blocks human hexokinase HKDC1 activity; Q2TB90; recombinant HKDC1, G6PDH/diaphorase resazurin coupled fluorescence; inhibition, % at 20 µM; 0.16% of 340,000 active;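 active means inhibition above about 35% when tested at 20 µM, limit read from the data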;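 further: plate controls were DMSO wells with enzyme for no effect and DMSO wells lacking enzyme for full effect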
Target sequence (Q2TB90 whole entry, looked up): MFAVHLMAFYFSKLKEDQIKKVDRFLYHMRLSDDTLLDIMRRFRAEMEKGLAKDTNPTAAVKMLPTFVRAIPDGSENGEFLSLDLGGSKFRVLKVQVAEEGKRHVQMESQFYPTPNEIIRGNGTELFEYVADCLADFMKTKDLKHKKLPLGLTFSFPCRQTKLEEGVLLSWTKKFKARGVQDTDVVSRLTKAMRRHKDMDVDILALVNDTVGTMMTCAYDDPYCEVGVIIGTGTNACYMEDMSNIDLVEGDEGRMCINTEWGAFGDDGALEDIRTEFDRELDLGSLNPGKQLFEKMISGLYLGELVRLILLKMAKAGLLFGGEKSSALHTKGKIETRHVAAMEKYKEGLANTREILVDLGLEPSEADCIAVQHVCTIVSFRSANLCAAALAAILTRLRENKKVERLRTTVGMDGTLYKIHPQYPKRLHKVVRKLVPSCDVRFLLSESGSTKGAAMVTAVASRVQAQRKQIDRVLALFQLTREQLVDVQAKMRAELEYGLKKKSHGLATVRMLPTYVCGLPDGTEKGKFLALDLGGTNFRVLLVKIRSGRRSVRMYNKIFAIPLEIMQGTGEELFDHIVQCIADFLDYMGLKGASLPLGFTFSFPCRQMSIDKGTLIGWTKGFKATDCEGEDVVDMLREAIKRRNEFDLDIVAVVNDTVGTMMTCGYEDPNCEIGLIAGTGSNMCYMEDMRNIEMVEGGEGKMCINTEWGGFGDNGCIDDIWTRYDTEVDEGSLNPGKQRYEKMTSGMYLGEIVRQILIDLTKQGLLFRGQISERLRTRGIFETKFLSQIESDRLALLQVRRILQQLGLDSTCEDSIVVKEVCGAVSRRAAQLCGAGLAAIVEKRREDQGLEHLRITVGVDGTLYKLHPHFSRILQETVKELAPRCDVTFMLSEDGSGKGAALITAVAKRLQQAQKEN
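test system = in-house recombinant HK5 (HKDC1) enzyme | amount = HKDC1 at 5 µg/mL | control set = DMSO-enzyme wells negative, buffer-substituted wells positive | compound = one dose of 20 µM, 1% DMSO | schedule = reaction time 90 min, room temperature, protected from light | technique = resorufin fluorescence at 613 nm | reagent = glucose with 1 mM ATP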
SENP1 FRET inh = inhibitors of human SENP1 SUMO protease catalytic domain; AID 624204; 0.21% of 360,000 active; Q9P0U3; recombinant SENP1 catalytic domain, CyPet-SUMO1-YPet FRET cleavage; inhibition, % at 10 µM;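 active means inhibition at least 30% at 10 µM, raw YFP signal under a set limit, fluorescence ratio 0.5 to 1.5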;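 further: 0% = enzyme with DMSO and 100% = no enzyme wells; some results filed as inactive read as strong as hits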
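Compound: 10 µM single point, 0.5% DMSO; Test system: hSENP1 catalytic domain, recombinant; Timing: 50 min reaction at room temperature; Technique: FRET, CFP and YFP emission; Control set: no-enzyme wells low, DMSO-plus-enzyme wells high control.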
SENP8 block-1 = inhibitors of human SENP8 protease. Q96LD8. purified SENP8, Z-RLRGG-aminoluciferin cleavage, luminescence. inhibition, % at 10 µM. 1.2% of 330,000 active. AID 2540; in the data active means inhibition above about 50%
PfGluPho inh = PfG6PD (Plasmodium falciparum) enzyme inhibition. PfGluPho enzyme, NADPH resazurin-diaphorase fluorescence. inhibition, % at 20 µM. 0.78% of 350,000 active;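 active means inhibition reaching at least a set limit at 20 µM in the primary screen, cut at about 59% in these data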;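 further: 0% = DMSO wells with substrate and 100% = DMSO wells lacking glucose-6-phosphate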
SENP6 inh = inhibitors of human SENP6 protease; inhibition, % at 10 µM; AID 2599; Recombinant SENP6 catalytic domain, aminoluciferin luminescence; 1.8% of 330,000 active; Q9GZR1;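 active means inhibition above about 50% at the single tested dose, limit read from the data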;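 further: plate controls were DMSO wells with enzyme for no effect and DMSO wells lacking enzyme for full effect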
Apaf1 inhib = blocks human Apaf-1 apoptosome activity | O14727 | reconstituted apoptosome caspase-3 activity, DEVD-Rh110 fluorescence | inhibition, % at 20 µM | 0.71% of 330,000 active; active means inhibition of at least 40% at 20 µM;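 further: plate controls were DMSO wells for no effect and DEVD-CHO caspase inhibitor wells for full effect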
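System: reconstituted apoptosome with Apaf-1, cytochrome c, caspase-9, procaspase-3, dATP; Signal: Rh110 fluorescence intensity; Schedule: 30 min compound preincubation, 50 min activation, room temperature; Reagent: cytochrome c trigger plus (Z-DEVD)2-Rh110 caspase-3 substrate.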
SENP7 inh = inhibitors of human SENP7 protease; 1.5% of 330,000 active; inhibition, % at 5 µM; recombinant SENP7, Z-RLRGG-aminoluciferin luminescence, 40 min;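 active means inhibition above about 50% at the single test dose, limit read from the data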;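 further: plate controls were DMSO with enzyme for no effect and no enzyme buffer wells for full effect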
SENP8 block-2 = SENP8 (human) protease inhibition | recombinant SENP8, Nedd8 substrate fluorescence | 0.64% of 360,000 active | inhibition, % at 20 µM | AID 602440; in the data active means inhibition mostly above about 40%, no sharp cut-off; inactive means mostly below about 27%
* hit, by the source's call; . = no result given.

No.	Molecule	SENP8 block-1	SENP8 block-2	NALP3 yeast inh	SENP1 FRET inh	Apaf1 inhib	HKDC1 inh	PfGluPho inh	SENP7 inh	SENP6 inh
1	O=C(CCS(=O)(=O)c1ccccc1)Nc1nc(-c2ccccn2)cs1	-12.4	16.9	0.7	-0.6	8.5	0.3	8.6	-6.0	-10.5
2	CCOc1ccc(N(C)S(=O)(=O)c2cnc[nH]2)cc1	-0.2	2.5	12.8	1.0	-11.2	1.5	-12.3	-2.3	-12.7
3	C/C(CC(=O)N1CCN(C=O)CC1)=N\NC(=O)c1cccc([N+](=O)[O-])c1	1.1	7.2	4.5	3.1	-22.7	2.5	-2.6	5.3	-4.7
4	CC(C)COc1ccc(C(=O)N(Cc2ccco2)C2CCS(=O)(=O)C2)cc1 (stereo unspecified)	0.6	18.1	-6.5	-2.6	19.5	-6.8	-7.4	2.4	-19.5
5	CCC1CCCCN1S(=O)(=O)c1ccc([N+](=O)[O-])cc1 (stereo unspecified)	8.0	5.0	8.3	2.0	3.5	-1.4	7.2	2.4	-3.1
6	CCN1/C(=C\C=C(C(C)=O)C(C)=O)Sc2ccccc21	-3.8	-4.4	28.0	-25.5	7.8	-0.3	20.0	-6.0	-1.1
7	COc1ccccc1OCCNC(=O)c1ccco1	2.0	11.9	-5.5	0.0	7.3	-5.8	-6.8	1.3	-1.6
8	Cc1c(C)n2c3c(cccc13)CC2	-8.8	-2.8	18.7	0.9	1.7	-2.8	10.8	-8.4	-28.1
9	O=C(O)/C=C/c1cn(-c2ncc(C(F)(F)F)cc2Cl)c2ccccc12	0.8	-44.8	-11.3	-0.7	17.8	2.3	-2.9	2.6	-9.5
10	CCOC(=O)Nc1ccc(S(=O)(=O)Nc2onc(C)c2C)cc1	12.9	23.1	0.8	-2.4	-4.4	-1.9	-8.6	9.5	-1.5
11	COc1ccc(C2=Nn3c(nnc3-c3ccc(OC)cc3)SC2)cc1	.	13.9	.	2.4	.	2.2	-0.5	.	.
12	CCOc1ccc(C(=O)NNC(=O)CN2C(=O)C3CC=CCC3C2=O)cc1OC (stereo unspecified)	12.1	-3.3	-2.9	1.9	-11.2	-6.3	-7.3	-2.1	-12.9
13	O=C(NNC(=S)Nc1ccc(OC(F)F)cc1)c1cc2c(s1)CCCC2	2.8	-94.1	17.2	2.4	8.0	-5.8	-8.3	5.9	-7.4
14	C/C(=N/NC(=O)CNc1ccc(Cl)cc1C)c1ccc(C)cc1	0.4	12.2	-6.0	1.2	-7.5	3.5	0.7	3.3	8.8
15	NC(=O)C1CCN(C(=O)c2ccc3c(=O)n(Cc4ccco4)c(SCC(=O)c4ccccc4)nc3c2)CC1	-6.7	9.3	-7.8	1.7	10.8	-0.8	-11.5	-13.0	-11.1
16	O=C(Nc1nnc(SCc2ccc(Cl)cc2)s1)C1CC(=O)N(Cc2ccccc2)C1 (stereo unspecified)	-9.7	4.8	-4.9	0.3	7.5	0.4	-52.5	-2.1	-12.1
17	COc1cc(NC(=O)CSC(=S)N2CCCC2)c(OC)cc1Cl	-9.3	29.9	23.6	1.5	27.7	5.5	2.4	-3.9	-19.2
18	CCc1c(C)nc2c(-c3ccccc3)c(-c3ccccc3)[nH]n2c1=O	-5.2	-333.6	-11.6	-1.0	1.1	-0.7	6.4	-2.6	0.7
19	Cn1ncc2c(NNC(=O)Cc3cccc4ccccc34)ncnc21	-7.1	8.0	-20.1	1.6	0.2	-15.7	1.8	1.7	-8.9
20	CC(C)CCn1c(CN2CCOCC2)nc2c1c(=O)n(C)c(=O)n2C	2.2	15.3	16.1	-0.8	-44.2	-3.1	15.4	-11.9	-0.3
21	CC(=O)NC1(c2ccccc2)CCN(c2nc(C)cc(C)n2)CC1	-7.4	-49.2	-3.4	-0.5	-1.8	-2.1	1.7	-2.1	-11.9
22	S=c1[nH]nc(-c2ccc(Cl)cc2)n1-c1ccc(Cl)cc1	-10.4	-249.1	23.2	-1.9	5.9	-1.1	2.0	4.5	-3.7
23	N#Cc1cccc(OCC(=O)NC(=O)NCc2ccccc2)c1	0.7	2.2	22.2	0.5	-1.9	-11.2	8.8	3.0	-4.9
24	Cc1ccc(NC(=O)CCCCCN2C(=O)[C@@H]3Cc4ccccc4CN3C2=O)c(Cl)c1	-9.4	-7.5	19.6	0.1	8.6	3.1	-4.0	5.3	-14.7
25	CCC(C)n1ncn(-c2ccc(N3CCN(c4ccc(O)cc4)CC3)cc2)c1=O (stereo unspecified)	-7.7	-1.8	13.6	1.6	3.1	-9.9	47.4	1.6	-3.4
26	CC1CC(C)CN(S(=O)(=O)N2CCCC(C(=O)NCCCN3CCOCC3)C2)C1 (stereo unspecified)	3.7	3.5	13.6	2.0	0.9	-1.9	-3.1	8.4	4.3
27	O=C(c1ccc2c(=O)n(Cc3ccccc3)c(=S)[nH]c2c1)N1CCCC1	5.9	4.5	12.1	-0.9	14.2	-1.4	14.9	10.0	-7.6
28	O=C1CC(C(=O)N2CCN(c3ccc(F)cc3)CC2)CN1CCc1ccccc1 (stereo unspecified)	-1.9	17.7	4.9	1.0	4.2	-1.8	-1.2	1.4	-5.2
29	CCc1n[nH]c(=S)n1/N=C/c1ccccc1OCc1ccc(Cl)cc1	-5.8	9.1	3.9	-0.4	-2.5	-6.5	32.0	-7.4	2.3
30	O=C(NCCCc1ccccc1)c1ccc(F)cc1	4.7	12.5	22.2	1.6	1.4	-4.4	6.3	1.4	3.0
31	Cc1ccc(CN(C(=O)COc2cccc(C)c2C)C2CCS(=O)(=O)C2)o1 (stereo unspecified)	-0.7	9.3	1.0	1.8	11.5	-5.5	-4.0	-6.4	7.6
32	Cc1ccc(OCc2cc(C(=O)N3CCCC3)no2)cn1	2.9	7.4	37.2	3.5	16.1	-4.9	-13.4	3.4	0.0
33	CC(C)=CCc1c(O)ccc2c1OC(c1ccc(O)c(O)c1)CC2=O (stereo unspecified)	0.9	26.7	23.5	-7.7	-19.8	3.9	-1.3	0.4	-2.8
34	O=C(NC1=NCCS1)c1cccc(Br)c1	1.8	15.1	26.8	1.7	3.5	-2.2	5.0	-11.2	2.9
35	O=C(COC(=O)c1ccco1)NCc1ccc(Cl)cc1	0.5	-1.4	-2.0	2.2	-3.7	0.2	1.0	-0.5	-2.5
36	O=C(Cn1nc(C(F)(F)F)cc1C1CC1)NCc1ccccc1F	-4.1	22.2	-1.2	1.1	0.4	-9.6	21.7	-0.7	-4.4
37	COc1ccc(NC(=O)CCCC(=O)OCC(=O)c2cccc(OC)c2)cc1	-9.2	4.3	12.3	0.7	5.5	3.4	-12.0	-10.8	-3.9
38	O=C(CNC(=O)[C@@H]1Cc2ccccc2CN1)Nc1ccc2c(c1)OCO2	-2.1	-3.0	4.2	-2.1	7.4	-0.8	16.9	10.3	-18.7
39	O=C(NCC1CCCO1)c1nc2c(nnn2Cc2ccccc2Cl)c(=O)[nH]1 (stereo unspecified)	3.8	9.8	-0.3	4.0	-24.9	-7.6	-2.0	6.3	2.7
40	O=C(NNc1ccccc1)NC(Cc1ccccc1)C(=O)O (stereo unspecified)	.	19.5	.	0.4	.	-3.1	0.0	.	.

Exported with each value named: part of the list above.
(39) O=C(NCC1CCCO1)c1nc2c(nnn2Cc2ccccc2Cl)c(=O)[nH]1 (stereo unspecified)
  SENP8 block-1: 3.8 | SENP8 block-2: 9.8 | NALP3 yeast inh: -0.3 | SENP1 FRET inh: 4.0 | Apaf1 inhib: -24.9 | HKDC1 inh: -7.6 | PfGluPho inh: -2.0 | SENP7 inh: 6.3 | SENP6 inh: 2.7
(40) O=C(NNc1ccccc1)NC(Cc1ccccc1)C(=O)O (stereo unspecified)
  SENP8 block-1: . | SENP8 block-2: 19.5 | NALP3 yeast inh: . | SENP1 FRET inh: 0.4 | Apaf1 inhib: . | HKDC1 inh: -3.1 | PfGluPho inh: 0.0 | SENP7 inh: . | SENP6 inh: .

Other compounds.
No.	Molecule	SENP8 block-1	SENP8 block-2	NALP3 yeast inh	SENP1 FRET inh	Apaf1 inhib	HKDC1 inh	PfGluPho inh	SENP7 inh	SENP6 inh
41	CC(C)(C)NC(=O)CN1CCC(O)(c2ccccc2)CC1	-1.9	9.9	9.3	0.4	-14.9	-4.5	-2.3	1.0	-0.2
42	C=CCN(CC=C)S(=O)(=O)c1ccc(NC(=S)NC(=O)/C=C/c2cccc3ccccc23)cc1	4.2	-22.3	4.8	15.6	14.6	-2.4	-0.8	6.2	4.0
43	C=CCOC(=O)C1=C[C@@H](c2ccc(Br)cc2)C[C@@H](OCc2ccc(CO)cc2)O1	-12.9	13.6	27.8	-2.2	32.0	3.6	16.0	14.7	-3.9
44	CCOc1ccc(N2CC(C(=O)NCC(=O)Nc3ccc(F)c(F)c3F)CC2=O)cc1 (stereo unspecified)	-0.1	8.5	12.4	2.2	-2.6	2.6	-2.9	11.4	9.4
45	CC(/C=N/NC(=O)c1cnccn1)=C\c1ccco1	-7.7	21.7	30.5	2.2	3.7	-7.7	31.1	14.5	-1.1
46	O=C(CSCc1cccc(CSCC(=O)Nc2ccccc2)n1)Nc1ccccc1	1.9	14.7	8.9	-0.2	-6.0	-1.7	-7.1	-3.8	1.2
47	CC(C)NC(=O)c1ccccc1NC(=O)C1CC(=O)N(C(C)C)C1 (stereo unspecified)	-8.4	-3.1	9.4	3.0	-4.8	-4.6	-4.9	-5.6	-7.6
48	Cc1ccc(NC(=S)N2CCCC(O)C2)cc1 (stereo unspecified)	-7.9	10.8	6.0	2.5	-2.9	-0.6	-13.5	-5.6	-1.7
49	CC(=O)Nc1cccc(C(=O)Oc2cccc(C)c2)c1O	-2.3	-10.9	5.7	-0.1	4.6	-1.8	-16.4	2.3	3.2
50	c1ccc(NCc2ccncc2)cc1	-14.7	12.7	17.9	-1.2	4.5	-2.9	6.5	12.8	-28.9
51	CCCCCn1c(SCc2ccncc2)nc2cc(C(=O)NCc3ccco3)ccc2c1=O	4.3	-0.5	-8.7	1.7	11.8	2.3	15.0	5.6	-9.1
52	CCNc1nc(NCC)nc(N/N=C/c2ccc(OC)cc2)n1	-0.3	15.5	5.4	1.3	0.7	-8.2	-5.2	-1.7	-36.8
